NS5 inhibitors = flavivirus cap methylation enzyme inhibition – biochemical, confirmation dose response, primary screen (AID 588689); Dengue-2 NS5 methyltransferase capping enzyme assay, biochemical; higher % means a stronger effect; inhibition, % at 25 µM; hits with a dose series show IC50 in µM; 340,000 tested, 0.3% active; in the data active = a potency from the dose series; inconclusive = inhibition above about 29% without an active follow-up result
RSV CPE inhibition = inhibition of RSV-induced cytopathic effect – HEp-2 cells, primary 10 µM value included (AID 2391) | HEp-2 cells, RSV-induced CPE inhibition; higher % means a stronger effect | one-dose CPE inhibition, % at 10 µM; IC50 in µM for titrated hits | 310,000 tested, 0.13% active; in the data active = a potency from the dose series; inconclusive = CPE inhibition mostly from about 23% at the one dose, without a potency; inactive = the rest, 99 in 100 with CPE inhibition below about 21%; note: strong numbers were not always called active
MgcRacGAP inhibition = MgcRacGAP GTPase-activating activity inhibitors, confirmation, biochemical, ADP Hunter fluorescence. MgcRacGAP-stimulated Rac1 GTP hydrolysis, ADP Hunter fluorescence; higher % means a stronger effect; GST-tagged Rac1 F28L mutant substrate. one-dose inhibition, % at 30 µM; IC50 in µM for titrated hits. 340,000 tested, 0.6% active;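 active = first-screen hits whose inhibition reached a set limit at any dose in the follow-up dose series; inconclusive = inhibition above the set first-screen limit but never retested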;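 note: fluorescence reports GDP produced by GAP-driven GTP hydrolysis; strong numbers were not always called active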
Salmonella PhoP GFP = PhoP-dependent GFP reporter repression – Salmonella Typhimurium, primary screen (AID 1863); S. Typhimurium PhoP-regulated promoter GFP reporter, 4 h; higher % means a stronger effect; one-dose inhibition, % at 50 µM; IC50 in µM for titrated hits; 300,000 tested, 0.16% active;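 active = inhibition over 29.93%, a cutoff 3 SD above the screen mean, later confirmed by dose response; inconclusive = inhibition over 29.93% but no dose response follow-up; inactive = inhibition at most 29.93% or unconfirmed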;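 note: 0% = low Mg2+ inducing control and 100% = high Mg2+ repressing control; strong numbers were not always called active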
West Nile antiviral = West Nile virus antiviral activity, cell-based, CPE readout (AID 1621); West Nile virus-infected cells, CPE inhibition; higher % means a stronger effect; one-dose CPE inhibition, % at 10 µM; IC50 in µM for titrated hits; 290,000 tested, 0.02% active; in the data active = a potency from the dose series; inconclusive = CPE inhibition mostly from about 3.7% at the one dose, without a potency; inactive = the rest, 99 in 100 with CPE inhibition below about 2.2%; note: strong numbers were not always called active
LYP inhibition = PTPN22 lymphoid phosphatase activity blockers – biochemical, fluorescence intensity, uHTS (AID 1779); recombinant LYP phosphatase, fluorescence intensity; higher % means a stronger effect; inhibition, % at 11.5 µM; hits with a dose series show IC50 in µM; 290,000 tested, 0.054% active; in the data active = inhibition above about 50%;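 note: plate controls were vehicle with enzyme for no effect and no enzyme for full effect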
GPR35 antagonists = GPR35 antagonists blocking zaprinast-driven arrestin recruitment, primary screen, imaging, U2OS, beta-arrestin-GFP, zaprinast agonist (AID 2058). U2OS GPR35 beta-arrestin-GFP translocation imaging, zaprinast antagonism; higher % means a stronger effect. one-dose inhibition, % at 10 µM; IC50 in µM for titrated hits. 290,000 tested, 0.052% active;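 active = inhibition of at least 50% with at least 30 cells and total cytoplasm GFP at most 10,000,000; inconclusive = under 30 cells or total GFP of 10,000,000 plus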
ER stress rescue = rescue of cells from ER stress-induced death, primary screen, 384-well, CSM14.1, thapsigargin, ATP luminescence (AID 1222) | CSM14.1 thapsigargin-induced death rescue, ATP luminescence; higher % means a stronger effect | cellular ATP content (survival), % at 20 µM; hits with a dose series show EC50 in µM | 190,000 tested, under 10 active;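 active = EC50 below 50 µM in the dose-response confirmation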;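 note: death triggered by thapsigargin at about 15 µM added after 2 h compound pretreatment; cell ATP read after overnight thapsigargin exposure of roughly 18 to 22 hours; normalized against plate controls of thapsigargin alone and 5% DMSO vehicle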
SV40 large T antigen = TAg ATPase/helicase activity blockers – biochemical (AID 1903); SV40 large T antigen ATPase/helicase inhibition assay; higher % means a stronger effect; inhibition, % at 20 µM, or IC50 in µM where a hit was titrated; 310,000 tested, 0.39% active; in the data active = a potency from the dose series; inconclusive = inhibition mostly from about 32% at the one dose, without a potency; inactive = the rest, 99 in 100 with inhibition below about 32%; note: strong numbers were not always called active
NS5 inhibitors pilot replicate = second read-out of NS5 inhibitors, no call of its own (marks repeat the call); inhibition, %; measured here: pilot screen replicate inhibition
* marks the source's active call; other numbers are inactive results; ? = inconclusive; . = no result given; & = joins results of further samples.

SMILES | NS5 inhibitors | RSV CPE inhibition | MgcRacGAP inhibition | Salmonella PhoP GFP | West Nile antiviral | LYP inhibition | GPR35 antagonists | ER stress rescue | SV40 large T antigen | others
Cc1ccc2c(c1)CC1(CN2C)C(=O)NC(=O)N(CCc2ccccc2)C1=O (stereo unspecified) | 0% | 1.1% | 11% | 2% | -0.5% | -5% | 6% | -3.7% | 9% | NS5 inhibitors pilot replicate=4.9
COC(=O)N(C)c1ccc(C(O)(C(=O)OC)C(F)(F)F)cc1 (stereo unspecified) | 1% | 1.0% | 10% | 13% | 0.4% | -2% | 6% | -1.2% | 8%
CCC[C@H](N[C@@H](CCC)[C@H](O)c1ccccc1)[C@H](O)c1ccccc1 | 7% | -0.1% | 9% | . | . | . | . | . | 15%
C[N+](C)(N)CCOC(=O)C(O)(c1ccccc1)C1CCCCC1 (stereo unspecified) | -5% | 4.1% | 5% | . | . | . | . | . | 21%
COCC(C)OC(=O)c1c(N)n(Cc2ccco2)c2nc3ccccc3nc12 (stereo unspecified) | -9% | 3.0% | 5% | -6% | 0.2% | -17% | 2% | 2.7% | 11%
CCN(CC)c1ccc(/C=C2\C(=O)NC(=O)N(Cc3ccco3)C2=O)cc1 | . | 1.8% | ? | 2% | -0.6% | 3% | 15% | 0.3% | 59%
O=C1c2cccc3cccc(c23)C(=O)N1/N=C/c1c(O)n(-c2ccccc2)c(=O)[nH]c1=O | 3% | 8.2% | 4% | 0% | -0.8% | 2% | -23% | 1.0% | 12%
COC(=O)C(C)Oc1cc(C)cc2oc(=O)c3c(c12)CCC3 (stereo unspecified) | -3% | -1.5% | 6% | 3% | 0.8% | -8% | 12% | 1.7% | 13%
CCC(CO)(C(=O)OC1C[N+]2(C)CCC1CC2)c1ccccc1 (stereo unspecified) | . | 0.9% | -2% | -5% | 0.6% | -7% | 2% | -1.9% | 25%
COc1cc(C(CN)CC(=O)O)ccc1O (stereo unspecified) | -2% | -1.3% | 8% | 1% | 0.5% | -2% | 4% | . | 12%
C=CCn1c(O)c(/C=N/N2CCOCC2)c(=O)[nH]c1=S | -6% | 1.7% | 3% | 4% | . | -3% | -2% | 20% | 11%
Clc1ccc(CN2CCNCC2)cc1 | 5% | 0.3% | 5% | -2% | 0.4% | -1% | -18% | . | 13%
COc1ccc(-n2c(O)c(C(C)=NCC3CCCO3)c(=O)[nH]c2=O)cc1 (stereo unspecified) | -1% | 0.5% | 3% | -4% | 0.2% | -3% | -13% | . | 4%
CC(C)OP(=O)(OC(C)C)C(O)c1ccc(Br)cc1 (stereo unspecified) | -4% | 1.1% | 6% | 1% | -0.5% | -4% | -15% | 3.7% | 15%
Oc1c(Cl)c(Cl)c(Cl)c(Cl)c1Cl | 0% | 17% | 1% | 2% | -0.5% | . | . | . | 13%
O=c1c2ccccc2nc(-c2ccccc2)n1-c1ccccc1 | 7% | -0.2% | 8% | -3% | -1.0% | -5% | 1% | . | 8%
CC(=NCC1CCCO1)c1c(O)n(Cc2ccccc2)c(=O)[nH]c1=O (stereo unspecified) | -16% | 0.2% | 7% | -8% | -0.2% | -6% | 13% | 0.1% | 4%
O=C(C[N+]12CCN(CC1)CC2)NCCc1ccc(Cl)cc1Cl | -7% | -1.8% | 1% | -3% | -0.2% | -11% | 10% | 0.3% | 6%
CC(=NCCc1c[nH]c2ccccc12)c1c(O)n(Cc2ccccc2)c(=O)[nH]c1=O | -2% | 12% | 12% | 4% | -0.2% | -2% | 0% | . | -3%
COc1ccc(N2C(=O)CC(N3CC=C(c4ccccc4)CC3)C2=O)cc1 (stereo unspecified) | -5% | -0.1% | 5% | 4% | 0.2% | 1% | -11% | . | 15%
CNCC(=O)c1ccccc1 | . | 3.7% | . | 0% | 0.0% | . | . | . | 13%
Cc1ccc(Cn2nnnc2CN2CCC(n3nnc4cc(C(F)(F)F)ccc43)CC2)cc1 | -4% | 9.6% | 9% | -3% | 0.1% | 4% | 17% | 1.5% | 2%
CCCCCCC(=O)c1c(O)n(-c2ccccc2OC)c(=O)[nH]c1=O (tested in a mixture with another compound) | . | 1.5% | . | 5% | 0.6% | -4% | 13% | . | 8%
Cc1cc(Cc2c(O)[nH]c(=S)[nH]c2=O)ccc1OC(C)C | -11% | 2.7% | 15% | 0% | -0.5% | -7% | 4% | . | 6%
CCCCCCn1c(O)c(C=NCCN2CCOCC2)c(=O)[nH]c1=O | -11% | 0.3% | 4% | -2% | -0.5% | -2% | -1% | 0.3% | 6%
O=C(Nc1ccccc1)NC1CC2CCC(C1)N2 (stereo unspecified) | -9% | 4.1% | 9% | 10% | -0.1% | -4% | -10% | 3.2% | 1%
CC1CCCCN1CC(=O)c1ccc2cc[nH]c2c1 (stereo unspecified) | 1% | 1.4% | -3% | 16% | . | 0% | 2% | -1.6% | 11%
CCc1nc2ccccc2c(=O)n1-c1ccc2ccccc2c1 | -8% | 3.9% | 11% | -7% | -0.2% | -4% | 13% | -0.1% | 6%
COc1ccc(OC)c(-n2c(O)c(C=NCCN3CCNCC3)c(=O)[nH]c2=S)c1 | -6% | 1.3% | 6% | . | -1.4% | -2% | 14% | . | 19%
CCN1C[C@]2(COC)CC[C@H](OC)[C@@]34C1[C@]1(OCO[C@@]15C[C@H](OC)[C@H]1C[C@@H]3[C@@H]5[C@H]1OC)[C@@H](O)[C@H]24 | -4% | 0.4% | 6% | -2% | . | . | . | . | 11%
CC(=O)O[C@@]12CO[C@@H]1C[C@H](OC1OCC(O)C(O)C1O)[C@@]1(C)C(=O)[C@H](O)C3=C(C)[C@@H](OC(=O)[C@H](O)[C@@H](NC(=O)c4ccccc4)c4ccccc4)C[C@@](O)([C@@H](OC(=O)c4ccccc4)C12)C3(C)C (stereo partly specified) | -8% | 0.1% | 2% | . | 0.5% | -1% | -9% | . | .
Cn1ccnc1P(=S)(c1nccn1C)N1CCOCC1 | 5% | 0.5% | 7% | 4% | 0.1% | 11% | 3% | -0.3% | 19%
O=[N+]([O-])/C=C1\NCCN1Cc1ccc(Cl)nc1 | 0%&-10% | 2.5%&4.0% | 7%&9% | -5%&-22% | 0.8%&-0.2% | -2%&-2% | -6%&14% | -0.8%&-3.7% | 5%&3%
CC(C)OC(=O)C1C2c3ccccc3C(c3ccccc32)C1C(=O)O (stereo unspecified) | 1% | -2.0% | 0% | 4% | 0.4% | -4% | 7% | 0.1% | 10%
Cc1cc(Br)ccc1N1C(=O)CC(=O)NC1=O | -29% | 3.7% | 9% | 2% | -0.4% | -13% | -9% | 0.0% | 16% | NS5 inhibitors pilot replicate=-8.2
O=C1NC(=O)C(CCc2ccncc2)(Cc2cccc(Cl)c2Cl)C(=O)N1c1ccc(Br)cc1 (stereo unspecified) | -2% | 6.3% | 2% | 11% | 1.3% | 6% | -8% | 4.0% | 25%
Cc1ccccc1-n1c(O)c(/C=N/Nc2nc3c(c(=O)n(C)c(=O)n3C)n2C)c(=O)[nH]c1=S | -9% | 2.8% | 9% | 6% | -0.7% | -2% | 6% | 1.2% | 16%
CCOC(=O)c1nc2ccccc2c(=O)n1-c1ccc(C)cc1C | -1% | 1.9% | 9% | 7% | -1.0% | 3% | 12% | 4.0% | 7%
CCOc1cc2c(cc1OCC)-n1cccc1C(c1ccc(F)c(OC)c1)NC2 (stereo unspecified) | -5% | -2.9% | 4% | -4% | -1.4% | -7% | -9% | . | 0%
FC(F)(F)c1ccccc1CCN1CCNCC1 | 3% | 0.4% | 5% | 9% | -0.1% | -10% | -1% | . | 2%

Ordered by heavy-atom count (highest first): part of the list above
SMILES | NS5 inhibitors | RSV CPE inhibition | MgcRacGAP inhibition | Salmonella PhoP GFP | West Nile antiviral | LYP inhibition | GPR35 antagonists | ER stress rescue | SV40 large T antigen | others
CCCCCCC(=O)c1c(O)n(-c2ccccc2OC)c(=O)[nH]c1=O (tested in a mixture with another compound) | . | 1.5% | . | 5% | 0.6% | -4% | 13% | . | 8%
CCOC(=O)c1nc2ccccc2c(=O)n1-c1ccc(C)cc1C | -1% | 1.9% | 9% | 7% | -1.0% | 3% | 12% | 4.0% | 7%
O=C(Nc1ccccc1)NC1CC2CCC(C1)N2 (stereo unspecified) | -9% | 4.1% | 9% | 10% | -0.1% | -4% | -10% | 3.2% | 1%
O=[N+]([O-])/C=C1\NCCN1Cc1ccc(Cl)nc1 | 0%&-10% | 2.5%&4.0% | 7%&9% | -5%&-22% | 0.8%&-0.2% | -2%&-2% | -6%&14% | -0.8%&-3.7% | 5%&3%

Additional records:
SMILES | NS5 inhibitors | RSV CPE inhibition | MgcRacGAP inhibition | Salmonella PhoP GFP | West Nile antiviral | LYP inhibition | GPR35 antagonists | ER stress rescue | SV40 large T antigen | others
CN(CCc1ccccc1)Cc1c[nH]c2ccccc12 | -3% | 16% | 19% | 4% | -2.4% | -12% | -15% | . | 9% | NS5 inhibitors pilot replicate=-2.7
COC1C(OC(=O)c2ccc(C)[nH]2)C(O)C(Oc2ccc3c(O)c(NC(=O)c4ccc(O)c(CC=C(C)C)c4)c(=O)oc3c2Cl)OC1(C)C (stereo unspecified) | 28% | 3.1% | 2% | 12µM* | 1.0% | 6% | -8% | . | 2%
O=c1[nH]c(=O)n(-c2ccccc2)c(O)c1/C=C/C=Nc1ccccc1 | 4% | 1.5% | 6% | -65% | 0.2% | 5% | -16% | -0.5% | 17%
O=C(O)Cn1cc(/C=C2\C(=O)NC(=O)N(c3ccc(F)cc3)C2=O)c2ccccc21 | . | 0.1% | . | 0% | -0.6% | -3% | 2% | . | 16%
COc1cc(CC2C(=O)N(C)C(=O)N(C)C2=O)ccc1OCc1ccccc1 | -2% | 1.9% | 0% | 4% | -0.2% | -7% | 17% | -0.1% | 2%
CCN1CCN(CC(c2ccccc2)c2ccccc2)CC1 | 2% | 0.0% | 196µM* | 9% | -0.3% | -17% | 8% | . | 4%
c1ccc(-c2[nH]c(-c3ccccc3)[n+](CC3CO3)c2-c2ccccc2)cc1 (stereo unspecified) | -6% | 9.8% | 11% | 13% | -0.6% | -6% | -2% | -1.3% | 10%
COC(=O)C1=C(c2ccccc2)C[C@@H]2CC[C@H]1N2C(=O)N1CCC(O)CC1 | -2% | 1.1% | 4% | . | -0.8% | . | . | . | -2%
C=CCn1c(O)c(C(C)=Nc2ccc3c(c2)CCC3)c(=O)[nH]c1=O | 9% | . | 13% | -4% | -0.6% | -5% | 5% | . | 4%
O=c1[nH]c(=O)n(Cc2ccccc2)c(O)c1C=Nc1ccc(CN2CCOCC2)cc1 | -2% | 1.6% | 9% | -1% | -0.1% | -5% | 16% | 1.3% | 8%
C[N+]1(C)C2CC(OC(=O)[C@H](CO)c3ccccc3)CC1C1OC12 (stereo partly specified) | -3% | 0.3% | 5% | -1% | . | . | . | . | 9%

An excerpt; rates above refer to the full screens.
